dFosB activator: enhances mouse delta FosB homodimer DNA binding; purified delta FosB, TAMRA-CDK5 oligo fluorescence polarization; percent of positive-control signal above neutral wells; AID 493131; activation, % at 25 µM; 340,000 tested, 0.99% active;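 active means mean activation above about 17%, with every replicate also reaching it, limit read from the data, passing the limit was not always enough; inconclusive means only one of the two conditions met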;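 further: fluorescence polarization rise as delta FosB binds a TAMRA Cdk5 AP-1 oligo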
Target sequence (P13346 whole entry, looked up): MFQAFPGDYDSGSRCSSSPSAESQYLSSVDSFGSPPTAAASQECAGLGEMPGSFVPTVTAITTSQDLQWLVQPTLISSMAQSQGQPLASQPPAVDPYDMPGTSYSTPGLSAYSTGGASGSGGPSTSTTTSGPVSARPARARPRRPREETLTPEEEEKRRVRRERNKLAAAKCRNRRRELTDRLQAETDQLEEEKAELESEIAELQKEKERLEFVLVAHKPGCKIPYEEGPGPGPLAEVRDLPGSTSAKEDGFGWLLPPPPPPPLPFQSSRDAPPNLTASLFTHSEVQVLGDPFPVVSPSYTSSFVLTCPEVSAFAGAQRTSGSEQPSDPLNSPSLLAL
C-LANA FP: KSHV C-LANA DNA binding inhibition. MBP-C-LANA/FAM-LBS DNA binding, fluorescence polarization. 340,000 tested, 0.078% active. inhibition, % at 9 µM;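 active means highest replicate inhibition at or above 60% at 9 µM, even if other replicates fall short; inactive means all replicates below 60% inhibition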;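 further: 0% = neutral control wells and 100% = 4 µM acridine orange control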
Rtt109 Vps75: blocks Candida albicans Rtt109/Vps75 acetyltransferase activity | Q5AAJ8 | purified Rtt109/Vps75, ThioGlo CoA-SH fluorescence, 4 h | inhibition, % at 34.9 µM | 330,000 tested, 0.16% active | AID 540336;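 active means inhibition of at least 50% in every replicate; inconclusive means best replicate reaches 50% inhibition but some replicates fall short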
Target sequence (Q5AAJ8 whole entry, looked up): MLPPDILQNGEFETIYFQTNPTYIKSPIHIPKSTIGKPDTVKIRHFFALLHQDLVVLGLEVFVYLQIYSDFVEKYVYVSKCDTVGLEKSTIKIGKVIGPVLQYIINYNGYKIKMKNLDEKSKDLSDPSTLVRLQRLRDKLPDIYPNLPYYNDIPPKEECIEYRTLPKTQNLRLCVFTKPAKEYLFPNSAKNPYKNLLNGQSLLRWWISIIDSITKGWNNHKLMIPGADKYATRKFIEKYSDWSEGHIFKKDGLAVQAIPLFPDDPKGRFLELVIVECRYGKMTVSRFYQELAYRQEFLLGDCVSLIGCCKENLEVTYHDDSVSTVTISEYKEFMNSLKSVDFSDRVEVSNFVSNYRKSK
RTF Ca sens inh: cardiac RTF calcium desensitization; P19429+P45379; IANBD-labeled cardiac RTF, Ca2+ fluorescence; inhibition, % at 7.15 µM; 340,000 tested, 0.12% active; AID 493244;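 active means inhibition above the mean inhibition of all tested compounds plus 3 SD, cut at about 17% in these data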;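 further: assay run at fixed EC70 calcium of 1.6 mM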
SUMO Mot1 rescue: blocks SUMOylation pathway, rescuing yeast Mot1-301 growth; growth rescue, % at 18.8 µM; 320,000 tested, 1% active; S. cerevisiae Mot1-301 growth rescue, ATP luminescence, 38.5C; percent above DMSO median, 100 means doubled; AID 2716;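 active means every valid replicate shows activation above 250% relative to neutral control wells; inactive means the rest, any valid replicate at or below 250%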;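 further: OY570 slx delta 5 strain wells were the positive control but not used for scaling; some compounds called inactive have numbers as strong as hits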
Keap1 Nrf2 FP: Keap1-Nrf2 (human) interaction inhibition; Q14145; Keap1 Kelch-Nrf2 peptide fluorescence polarization, 1536-well; inhibition, % at 9.4 µM; 340,000 tested, 0.15% active; AID 504523; in the data active means inhibition above about 12%; inconclusive means no clear call, values can overlap the other calls; inactive means below about 7.3%;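 further: human Keap1 Kelch domain with fluorescein labeled Nrf2 9mer peptide probe; 0% = neutral control wells and 100% = peptide positive control; higher means more block of Keap1 binding to Nrf2 peptide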
CDK5 inh: CDK5/p35 (human) kinase inhibition; Q00535+Q15078; Recombinant CDK5/p35, ADP-Glo luminescence, 60 min; inhibition, % at 10 µM; 330,000 tested, 0.01% active; AID 488839;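 active means highest replicate inhibition of at least 50% and at least 75% of replicates reaching 50%; inconclusive means only one of the two criteria met; inactive means both criteria failed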;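 further: plate controls were DMSO neutral control for no effect and GW8510 at 10 µM for full effect; many of its hits are not listed in these tables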
RTF Ca sens act: cardiac RTF calcium sensitization. P19429+P45379. IANBD-labeled TnC RTF fluorescence at EC20 calcium; 0% EC20 calcium, 100% full calcium. activation, % at 7.2 µM. 340,000 tested, 0.24% active. AID 493008;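 active means activation above the mean over all tested compounds plus 3 SD, cut at about 30% in these data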;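 further: rise in fluorescence read as greater calcium sensitivity of cardiac thin filaments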
NSD2 inh: blocks human histone methyltransferase NSD2 | inhibition, % at 12.5 µM | 310,000 tested, 0.54% active | AID 743445 | NSD2 peptide methylation, AlphaScreen, 120 min | O96028; in the data active means inhibition above about 50%
PfHsp90 yeast 2: reduces growth (ATP signal) of yeast expressing P. falciparum Hsp90; inhibition, % at 9.4 µM; 310,000 tested, 0.32% active; S. cerevisiae expressing PfHsp90, BacTiter-Glo ATP, 48 h; yeast lacking PDR1 and PDR3 efflux regulators; AID 504621;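 active means every replicate shows inhibition above about 80%, whatever the replicate mean, limit read from the data; inconclusive means mean inhibition reaches the set limit but some replicate falls short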;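 further: 0% = DMSO neutral controls and 100% = 20 µM radicicol positive controls; yeast relying on Plasmodium falciparum Hsp90 in place of its own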
PvdQ inh: blocks Pseudomonas aeruginosa PvdQ acylase activity. purified PvdQ acylase, fluorescence plate reader. AID 488965. 340,000 tested, 0.063% active. inhibition, % at 10 µM; in the data active means inhibition above about 30%, passing the limit was not always enough; inconclusive means no clear call, values can overlap the other calls;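 further: 0% = vehicle neutral wells and 100% = reference inhibitor wells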
Active calls of the source: *; i = inactive; ? = inconclusive; / = no result given.

SMILES | dFosB activator | C-LANA FP | Rtt109 Vps75 | RTF Ca sens inh | SUMO Mot1 rescue | Keap1 Nrf2 FP | CDK5 inh | RTF Ca sens act | NSD2 inh | PfHsp90 yeast 2 | PvdQ inh
Cc1ccn(CC(=O)N2CCCC(N3CCN(c4cccc(Cl)c4)CC3)C2)n1 (stereo not given) | -5 | -2.2 | -2 | -5 | 151 | -3 | -1.9 | 2 | -3 | -3 | -6
COc1ccc(S(=O)(=O)NCCC(=O)NCc2ccc(F)cc2)cc1 | -1 | 0.1 | -8 | -5 | 325 | -7 | -0.1 | -3 | 6 | 5 | -15
Cc1ccc2cc(CCNC(=O)Cc3cccs3)c(=O)[nH]c2c1 | -1 | 0.0 | 10 | -5 | 1 | 3 | -1.2 | 1 | / | -7 | -6
Nc1nc(CSC(=S)N2CCOCC2)nc(Nc2ccccc2)n1 | -12 | 0.9 | -29 | -27 | 9 | -1 | -0.2 | 8 | 0 | 2 | -10
CC(C)n1c(=O)[nH]c(=O)n1C(C)C | -2 | 0.3 | -6 | 4 | / | -1 | 2.2 | -2 | 1 | 2 | 9
Cc1ccc(F)cc1NC(=O)COC(=O)C1CCN(c2ccc(C(F)(F)F)cn2)CC1 | -12 | -0.5 | 1 | -1 | 2 | 0 | 1.8 | -2 | -2 | / | -13
COc1ccc(NC(=O)C2Cc3ccccc3CN2C(=O)c2ccco2)cc1 (stereo not given) | -4 | 30 | 11 | -5 | -6 | -6 | 3.5 | -6 | 11 | 14 | 3
COc1ccc(C2=NN(S(C)(=O)=O)C(c3ccc4nccnc4c3)C2)cc1 (stereo not given) | -1 | -0.9 | 9 | -2 | -13 | 1 | -1.2 | -2 | -3 | -1 | 14
CC(=O)N/C(=C/c1ccccc1)C(=O)NC(Cc1ccccc1)C(=O)O (stereo not given) | -1 | 1.0 | 4 | -8 | -5 | -5 | -4.4 | -3 | 0 | 2 | -24
CCc1ccccc1NC(=O)CSc1nc2ccccc2n1CC(=O)N1CCCC1 | -9 | -0.9 | 3 | 3 | 89 | 1 | 0.4 | -6 | -3 | -11 | 2
CCOc1ccc(NC(=O)CCCN2C(=O)C(c3ccccc3)Oc3cccnc32)cc1 (stereo not given) | -4 | -1.0 | -7 | -5 | 37 | 2 | -3.0 | -1 | 1 | 22 | -6
CC(C)n1c(SCC(=O)Nc2ccccc2)nc2c1c(=O)n(C)c(=O)n2C | -2 | -0.2 | 5 | -3 | 17 | -3 | -1.7 | -1 | -2 | -31 | -7
O=C(Nc1cccc([N+](=O)[O-])c1)c1cnccn1 | -3 | 0.2 | -24 | -19 | 18 | -1 | 1.5 | 7 | -1 | 15 | -14
Cc1cccc(NC(=O)c2ccc(COc3ccccc3)o2)n1 | -13 | 2.6 | -4 | -1 | -6 | -2 | -7.0 | -3 | -6 | -10 | -7
COc1ccc(-c2c(-c3ccc(OCC(=O)NN)cc3O)n[nH]c2C)cc1 | -10 | 1.3 | 1 | 3 | i | -6 | -1.2 | -2 | -2 | 22 | -10
Cc1ccccc1NC(=O)CCN1CCN(CCO)CC1 | -4 | 1.0 | -4 | -6 | -1 | 3 | -1.0 | -1 | 0 | 7 | -9
Cn1c(N2CCOCC2)c(C#N)c2ccccc21 | -12 | -1.5 | -1 | -3 | -11 | 2 | 1.9 | -3 | 1 | 0 | 5
O=C(CSCc1cccc(Cl)c1)OCc1nc2ccsc2c(=O)[nH]1 | -4 | 0.1 | 5 | 5 | 1 | -5 | 7.7 | -5 | -2 | 28 | 8
c1ccc(-c2cn3c(n2)-c2ccccc2C3)cc1 | 0 | 0.9 | -1 | -16 | -13 | -7 | 15 | -2 | 3 | 45 | -10
COc1ccc([C@@H]2[C@@H]3C(=O)N(C(C)(C)C)C(=O)[C@@H]3[C@]3(C)C(=O)N(c4cccc(F)c4)C(=O)N23)cc1 | -4 | -0.4 | 1 | 2 | 3 | -2 | 1.2 | 1 | / | / | -7
COC(=O)c1ccc(CSc2nnc(CNC(=O)COc3ccc(Cl)cc3)o2)o1 | -20 | -2.0 | -6 | -6 | -6 | -6 | -1.3 | 0 | 1 | 19 | -13
CC(C)n1cc(CN2CCC(Oc3ccc(C(=O)N4CCCC4)cc3)CC2)cn1 | -2 | 2.6 | -16 | 1 | -4 | 0 | -1.1 | 0 | -2 | 19 | -10
CCCOC(=O)C(C)n1c(-c2ccccc2)nc2ccccc2c1=O (stereo not given) | 6 | -1.5 | -1 | -7 | -15 | 0 | 0.0 | 1 | -1 | 6 | 0
CNc1nc(SC(C)C(=O)Nc2ccc(Cl)c(Cl)c2)nc(N2CCOCC2)n1 (stereo not given) | 5 | -9.7 | 2 | -2 | -2 | -2 | -1.2 | 2 | 3 | 55 | -6
CC1CC(C)CN(C(=O)CCc2nnc3ccc(N4CCCCC4)nn23)C1 (stereo not given) | -7 | 2.0 | 10 | -3 | 2 | -1 | 0.4 | 0 | 2 | 14 | -12
SMILES | dFosB activator | C-LANA FP | Rtt109 Vps75 | RTF Ca sens inh | SUMO Mot1 rescue | Keap1 Nrf2 FP | CDK5 inh | RTF Ca sens act | NSD2 inh | PfHsp90 yeast 2 | PvdQ inh
CCOC(=O)N1CCC(N2Cc3cccc(C(=O)Nc4ccc(F)cc4)c3C2=O)CC1 | -18 | -0.4 | -2 | 9 | -23 | 1 | 0.5 | 4 | -5 | 19 | -7
O=C(NCc1cccs1)c1cc(-c2cccs2)on1 | 0 | -0.9 | -8 | -4 | -13 | -7 | -0.8 | 4 | -3 | / | -11
COc1cc(Cl)c(CN2CCC(CO)(CCOc3ccccc3)CC2)cc1OC | -6 | -0.5 | -4 | -4 | 1 | -2 | -1.1 | 6 | 2 | 8 | -9
CCOC(=O)Cc1csc(N/N=C\c2cccc(Br)c2)n1 | -14 | 0.9 | -10 | -31 | -4 | -2 | 0.5 | 1 | -1 | -64 | -13
CCOC(=O)Cn1c(=O)oc2cc(S(=O)(=O)N(C)Cc3ccco3)ccc21 | 6 | 1.1 | -1 | -6 | 6 | 0 | -3.3 | 6 | / | 2 | -16
CCc1cccc(NC(=S)N(CCCOC(C)C)C2CCN(C(C)=O)CC2)c1 | 1 | 0.4 | 0 | 1 | 37 | -3 | 2.1 | -5 | -2 | -14 | -8
CCn1cc(CN2CCCC(C(=O)Nc3ccc(-c4cscn4)cc3)C2)c(C)n1 (stereo not given) | -3 | 0.2 | -4 | 1 | -3 | 5 | / | 4 | 1 | -16 | 3
CCOC(=O)C1(Cc2ccccc2C(F)(F)F)CCN(C(C)CCn2cccn2)CC1 (stereo not given) | -4 | -0.3 | 19 | -2 | -15 | -2 | -1.7 | 1 | -4 | -3 | 5
COc1ccc([C@H]2/C=C\CN(S(=O)(=O)c3ccc(C)cc3)[C@@H](C)C(=O)N2Cc2ccc(F)cc2)cc1 | 7 | -4.0 | -6 | -3 | -3 | 0 | -1.2 | -6 | / | / | 3
COc1cc(C(=O)NNC(=O)c2ccco2)cc(OC)c1OC | -9 | 0.6 | -2 | -23 | -19 | -5 | 0.1 | -5 | 1 | -13 | -9
COc1cc(NC(=S)NC(=O)c2ccccc2F)ccc1NC(=O)c1cccs1 | -9 | -0.4 | -3 | 6 | -14 | -2 | -1.1 | -3 | / | 12 | 17
CCNc1sc(C(=O)c2cccs2)c(N)c1C#N | -15 | -0.3 | 27 | -1 | -5 | ? | 0.2 | -1 | / | 5 | 10
Cn1nnnc1SCC(=O)Nc1nc2c(s1)CCCC2 | -7 | 0.7 | -3 | 1 | 8 | 1 | -1.5 | -6 | / | 16 | 4
Cc1cc(N=Nc2ccc(C)c(N=Nc3cc(C)c(N)cc3N)c2)c(N)cc1N | 15 | -7.4 | ? | -2 | -36 | 4 | 7.7 | 6 | 13 | 6 | -12
CC(C)NC(=O)c1ccccc1NC(=O)C(C)Oc1ccccc1 (stereo not given) | -7 | -6.4 | -7 | -7 | -10 | -1 | -1.2 | 2 | -3 | -3 | 2
O=C(Oc1c(CN2CCOCC2)cc(Cl)c2cccnc12)c1ccccc1Cl | -11 | -0.5 | -1 | 1 | 2 | -4 | 0.9 | -2 | 18 | 7 | -15
O=C(Nc1nc2c(Br)cccc2s1)C1CC1 | -8 | -0.6 | 1 | -6 | 10 | -3 | -3.1 | -3 | / | 24 | -19
COC(=O)c1ccccc1NC(=O)/C=C/c1cc(OC)c(OC)c(OC)c1 | 6 | -0.5 | -5 | 0 | -10 | -1 | 0.0 | -2 | -3 | -6 | -18
CCOc1ccc(C(=O)OCC(=O)Nc2cccnc2Cl)cc1OCC | -11 | 2.2 | 0 | -5 | 0 | 0 | -0.5 | 0 | -3 | -2 | -16
CCOC(=O)c1ccc(NC(=S)N(CCCN2CCN(C)CC2)Cc2cccs2)cc1 | -4 | -4.4 | 4 | -5 | -29 | 1 | 0.6 | -1 | 4 | 15 | -1
COCCCN(C(=O)CSCc1ccc(C)cc1)c1c(N)n(Cc2ccccc2)c(=O)[nH]c1=O | -9 | 0.9 | -7 | 0 | -13 | -6 | 2.1 | -1 | -1 | / | 0
Cc1ccc(SCCC(=O)Nc2ccccc2C(=O)NC2CCCCC2)cc1 | -1 | 0.2 | 14 | 0 | 1 | -1 | 0.6 | -1 | -2 | 0 | 2
O=C(c1ccncc1)c1ccc(Br)cc1 | -9 | -0.5 | -10 | 0 | -7 | 2 | 2.1 | -7 | -1 | / | 11
Cc1ccc(O)c(C(=O)c2cnc3c(c2)c(-c2ccc(F)cc2)c(C#N)c(=O)n3C)c1 | -1 | -0.9 | 9 | -4 | 20 | -3 | 0.8 | 3 | 0 | / | 3
COc1ccc2oc(=N)c(C(=O)NCc3ccccc3)cc2c1 | 0 | -1.1 | -23 | -3 | 111 | -3 | 0.7 | -3 | -2 | 16 | -13
SMILES | dFosB activator | C-LANA FP | Rtt109 Vps75 | RTF Ca sens inh | SUMO Mot1 rescue | Keap1 Nrf2 FP | CDK5 inh | RTF Ca sens act | NSD2 inh | PfHsp90 yeast 2 | PvdQ inh
Cc1cccc(C(=O)O/N=C(\c2ccccc2)c2cccnc2)c1 | -17 | -2.2 | 12 | -22 | 13 | 1 | 0.1 | 2 | -2 | 10 | 6
O=C1c2ccccc2C(Nc2ccc3c(c2)OCO3)N1Cc1ccco1 (stereo not given) | -9 | 0.1 | 4 | 2 | -16 | 0 | 0.7 | 4 | / | -15 | 4
Cn1ncc2c(Nc3cc(Cl)cc(Cl)c3)ncnc21 | -25 | 0.1 | 4 | -4 | -13 | -1 | 0.8 | 4 | -9 | 9 | 4
COc1ccccc1N1CCN(C(=O)c2ccc(Br)o2)CC1 | 0 | -0.9 | 7 | 3 | -8 | -3 | -1.3 | -2 | 2 | 2 | 9
O=C(O)C1CCN(C(=O)c2ccc3c(c2)OCO3)CC1 | 3 | -0.5 | -15 | 2 | 6 | -3 | -1.2 | 0 | 0 | 17 | -4
Cc1ccc(-c2nc(CSCC(=O)N3CCOCC3)c(C)o2)cc1 | -2 | 0.1 | -12 | -10 | -3 | 0 | -0.6 | 3 | 2 | / | -10

Source: PubChem
